# High-throughput results (PubChem)
# BoNT F protease = inhibitors of Botulinum neurotoxin F light chain protease; inhibition, % at 10 µM; actives 0.22% (n = 360,000); Multiplex microsphere protease cleavage assay, flow cytometry; AID 588497; in the data active means inhibition above about 35%, passing the limit was not always enough; inconclusive means no clear call, values can overlap the other calls; further: plate controls were buffer without enzyme for full effect and enzyme alone for no effect
# Mtb FBA inh = inhibitors of M. tuberculosis fructose-bisphosphate aldolase; P9WQA3; purified M. tuberculosis FBA, fluorescence read-out; inhibition, % at 1 µM; actives 2.3% (n = 360,000); AID 588726; in the data active means inhibition above about 27%;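 further: 0% = vehicle and 100% = reference inhibitor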
# Target sequence (P9WQA3 whole entry, looked up): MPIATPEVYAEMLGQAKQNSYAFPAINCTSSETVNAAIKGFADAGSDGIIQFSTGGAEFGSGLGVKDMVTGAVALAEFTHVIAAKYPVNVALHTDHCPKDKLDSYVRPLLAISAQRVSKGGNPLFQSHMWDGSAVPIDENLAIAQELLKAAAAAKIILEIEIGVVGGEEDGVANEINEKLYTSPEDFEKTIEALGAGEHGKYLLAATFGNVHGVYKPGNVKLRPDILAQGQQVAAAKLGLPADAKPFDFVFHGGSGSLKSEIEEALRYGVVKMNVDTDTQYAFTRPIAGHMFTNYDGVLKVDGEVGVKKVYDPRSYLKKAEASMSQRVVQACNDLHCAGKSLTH
# BoNT A protease = BoNT A light chain protease inhibition; multiplex microsphere protease substrate cleavage, flow cytometry; inhibition, % at 10 µM; actives 0.17% (n = 360,000); AID 588499; in the data active means inhibition above about 30%; inconclusive means no clear call, values can overlap the other calls; further: plate controls were buffer without enzyme for full effect and enzyme alone for no effect
# FadD28 FP inh = blocks FadD28 binding to the bisubstrate probe | actives 0.22% (n = 360,000) | inhibition, % at 12.5 µM | fluorescence polarization; in the data active means inhibition above about 8.5%, passing the limit was not always enough; inconclusive means no clear call, values can overlap the other calls
# CCHFV vOTU inh = blocks the CCHF virus ovarian tumor domain protease; CCHFV vOTU protease, Pep-AMC fluorescence; inhibition, % at 11.5 µM; actives 0.55% (n = 370,000); AID 651958; further: 0% = vehicle wells with enzyme and 100% = no enzyme wells
# PrPC surface inh = cell surface PrPC inhibition, primary TR-FRET screen | TR-FRET read-out | AID 720596 | inhibition, % at 13.8 µM | actives 0.43% (n = 370,000) | P04156; in the data active means inhibition above about 24%; further: 0% = median of the test wells and 100% = reference compound wells
# Mtb BioA inh = blocks M. tuberculosis BioA enzyme activity; purified M. tuberculosis BioA enzyme, plate reader; inhibition, % at 9.99 µM; actives 0.096% (n = 360,000); in the data active means inhibition above about 40%; inconclusive means no clear call, values can overlap the other calls
# GDH-TPI inh = GDH-TPI coupled enzyme inhibition counter-screen; GDH-TPI coupled enzyme counterscreen, NADH absorbance; inhibition, % at 4.8 µM; actives 1.2% (n = 360,000);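 further: 0% = DMSO wells and 100% = wells lacking the enzyme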
# Mtb UGM inh = inhibitors of M. tuberculosis UDP-galactopyranose mutase; purified UGM, fluorescence polarization probe displacement; inhibition, % at 10 µM; actives 0.06% (n = 320,000); AID 504406; in the data active means inhibition above about 10%, passing the limit was not always enough; inconclusive means no clear call, values can overlap the other calls
# Target sequence (P9WIQ1 whole entry, looked up): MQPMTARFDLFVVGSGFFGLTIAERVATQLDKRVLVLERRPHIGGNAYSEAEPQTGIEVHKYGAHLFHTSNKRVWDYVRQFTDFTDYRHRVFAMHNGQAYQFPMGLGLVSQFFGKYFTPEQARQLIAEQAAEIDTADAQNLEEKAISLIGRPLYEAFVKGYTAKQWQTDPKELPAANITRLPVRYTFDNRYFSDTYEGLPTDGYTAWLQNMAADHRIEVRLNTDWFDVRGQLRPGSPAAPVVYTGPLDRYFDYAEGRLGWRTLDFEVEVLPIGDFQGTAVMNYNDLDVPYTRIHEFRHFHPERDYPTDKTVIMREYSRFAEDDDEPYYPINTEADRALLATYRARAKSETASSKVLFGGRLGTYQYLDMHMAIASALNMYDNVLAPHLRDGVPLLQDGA
# Numbers without * were called inactive; ? = inconclusive; . = not tested or not shown. Unless noted, no stated cut-off is given here; in the data, active means inhibition above about 30%; inactive means the rest.
SMILES,BoNT F protease,Mtb FBA inh,BoNT A protease,FadD28 FP inh,CCHFV vOTU inh,PrPC surface inh,Mtb BioA inh,GDH-TPI inh,Mtb UGM inh
CCN1CC=C(c2c[nH]c3ccccc23)CC1,-6,1,-0.9,-2.3,15,-18,-0.4,9,-0.1
Cc1ccnc(NCc2cccc3ccccc23)c1,-19,2,0.2,-3.9,19,9,-0.1,7,1.3
COC(=O)c1ccc(CN2C(=O)NC(c3ccccc3)(c3ccccc3)C2=O)o1,-8,4,1.1,-0.4,3,5,0.3,13,-0.3
O=C(O)/C=C/C(=O)c1ccc2c(c1)CCc1ccccc1-2,3,5,0.0,-4.6,2,4,2.0,32*,2.6
COc1ccccc1N1C(=O)NC(=O)/C(=C/c2ccc3c(c2)Cc2ccccc2-3)C1=O,-3,3,-0.3,-0.5,-12,-4,.,5,-2.2
COc1ccc(-c2csc3ncn(CC(=O)N4CCOCC4)c(=O)c23)cc1,1,2,-0.1,-3.3,-3,10,.,-8,-2.9
CCCC(=O)Nc1nc(-c2ccccc2)ns1,-18,1,-0.7,-2.3,-12,8,.,-5,.
COc1cc(C(=O)N/N=C/C2CC=CCC2)cc(OC)c1OC (configuration not stated),1,0,-0.2,-0.5,-3,7,-0.4,0,0.1
O=C(Nc1ccc(NC(=O)c2ccccc2F)cc1)c1cccs1,9,-2,6.9,-1.6,14,0,0.3,5,0.5
Cc1ccc(N(C(=O)C2CCC(=O)N2)C2(C(=O)NC3CCCCC3)CCCCC2)cc1 (configuration not stated),.,-13,.,-1.8,-4,1,1.1,-7,-1.5
COc1ccccc1CNC(=O)c1cn(C)c(=O)c2cc(OC)c(OC)cc12,-10,0,-0.7,-4.2,-7,-2,.,10,2.0
Cc1c(NC(=O)CN2C(=O)C(=O)N(Cc3ccccc3)C2=O)c(=O)n(-c2ccccc2)n1C,-4,0,-0.3,-0.3,13,0,-2.3,-2,0.3
COCCCn1c(SCc2nc3ccccc3c(=O)[nH]2)nc2ccccc2c1=O,-1,-12,-0.4,-2.7,-20,-8,0.1,-6,0.3
COc1cccc(CN2CCNC(=O)C2CC(=O)NCc2cc(C(C)C)no2)c1 (configuration not stated),-4,0,-0.6,-2.2,-10,-3,-0.8,-9,1.6
CN1CCN(C(=O)/C(=C/c2cccnc2)NC(=O)c2cccc(Br)c2)CC1,0,0,-1.8,-1.6,9,-2,-1.4,-3,3.4
CCOc1ccccc1NC(=O)C1CCCN(S(=O)(=O)c2ccc(-n3cnnn3)cc2)C1 (configuration not stated),-5,-3,1.1,1.0,-2,-7,-0.8,1,1.2
COc1ccccc1N1CCN(C(=O)c2cc(-c3ccco3)on2)CC1,0,-1,0.9,0.5,-7,-1,-0.6,-22,0.2
O=C(c1ccc(F)cc1)N1CCCCC(Sc2nnc3ccccn23)C1=O (configuration not stated),10,0,-0.1,0.2,-6,1,1.1,1,-2.3
CCOC(=O)c1nnn(-c2ccc([N+](=O)[O-])cc2)c1C,0,2,0.4,-2.0,-13,-25,.,-6,-1.6
O=C(/C=C/c1ccco1)c1ccc(NC(=O)C23CC4CC(CC(C4)C2)C3)cc1,1,4,4.4,-1.3,11,3,-0.9,2,4.1
Cc1ccc(CC2S/C(=N/N=C/c3ccco3)NC2=O)cc1 (configuration not stated),-2,6,-0.6,-2.5,5,-6,.,24,-0.8
O=C(NC1CCSc2ccccc21)c1ccccc1Cl (configuration not stated),8,0,2.1,-3.1,-7,1,0.0,8,2.3
N#Cc1c(NC(=O)C2CC=CCC2C(=O)O)sc2c1CCCCCC2 (configuration not stated),-1,-2,0.5,-2.1,-8,12,-1.1,3,3.6
Cc1ccnc(NC(=O)c2cc([N+](=O)[O-])cc([N+](=O)[O-])c2)c1,1,0,-0.9,-0.5,-7,-8,.,-3,0.2

# Taken from the listing, 2 compounds:
SMILES,BoNT F protease,Mtb FBA inh,BoNT A protease,FadD28 FP inh,CCHFV vOTU inh,PrPC surface inh,Mtb BioA inh,GDH-TPI inh,Mtb UGM inh
N#Cc1c(NC(=O)C2CC=CCC2C(=O)O)sc2c1CCCCCC2 (configuration not stated),-1,-2,0.5,-2.1,-8,12,-1.1,3,3.6
Cc1ccnc(NC(=O)c2cc([N+](=O)[O-])cc([N+](=O)[O-])c2)c1,1,0,-0.9,-0.5,-7,-8,.,-3,0.2

# (more compounds)
SMILES,BoNT F protease,Mtb FBA inh,BoNT A protease,FadD28 FP inh,CCHFV vOTU inh,PrPC surface inh,Mtb BioA inh,GDH-TPI inh,Mtb UGM inh
Cc1ccc(NC(=O)c2ccc(OC(=S)N3CCOCC3)cc2)cc1,6,0,0.6,0.0,-4,0,-0.5,8,0.0
CN1CCN(Cc2c(F)cccc2Cl)CC1,?,1,-1.3,0.0,-4,6,-2.7,-1,-0.4
COc1cccc(-c2cc(C(=O)Nc3c(C)n(C)n(-c4ccccc4)c3=O)no2)c1,1,2,-0.5,-0.5,5,-2,.,6,0.5
CC(C)NC(=O)CC(=O)N/N=C/c1cccs1,-3,-3,0.3,-2.0,0,-1,0.0,0,1.5
O=C(COc1ccc(S(=O)(=O)N2CCOCC2)cc1)N1CCc2ccccc2C1,2,3,0.2,0.1,-4,6,1.1,6,-0.5
CN1C(=O)CS/C1=N\NC(=O)COc1cccc2cccnc12,-8,-7,-1.3,-1.6,5,1,.,8,1.2
CC(C)(C)C(=O)CCN1C(=O)C2(OCCO2)c2ccccc21,-13,-3,0.1,-5.1,12,-3,-1.4,1,-3.3
CC(C)c1cccc(-c2csc(C(O)c3ccc(F)cc3)n2)c1 (configuration not stated),-2,2,0.2,-2.0,9,8,-0.6,1,.
CC(=O)N1CC2(C)CN(C(C)=O)CC(C)(C1)C2,9,0,1.3,-4.1,-3,4,-1.0,8,-1.1
CC(=O)Nc1cccc(-c2ccnc3c2CC(C)(C(=O)NCc2cccc(Cl)c2)O3)c1 (configuration not stated),-9,0,0.4,-3.3,9,14,1.3,-6,.
O=C(CN1C(=O)NC2(CCOc3ccccc32)C1=O)c1ccc(F)c(F)c1 (configuration not stated),12,1,3.1,5.3,-12,4,.,-4,-2.0
COc1ccc(-c2nn(-c3ccccc3)cc2C(=O)Nc2cccc(C(=O)O)c2)cc1[N+](=O)[O-],?,3,-2.1,-1.8,10,-5,-0.9,6,-0.6

# Limited to CCHFV vOTU inh and Mtb BioA inh, for some of the entries so far:
SMILES | CCHFV vOTU inh | Mtb BioA inh
O=C(CN1C(=O)NC2(CCOc3ccccc32)C1=O)c1ccc(F)c(F)c1 (configuration not stated) | -12 | .
COc1cccc(-c2cc(C(=O)Nc3c(C)n(C)n(-c4ccccc4)c3=O)no2)c1 | 5 | .
CN1C(=O)CS/C1=N\NC(=O)COc1cccc2cccnc12 | 5 | .
CC(=O)Nc1cccc(-c2ccnc3c2CC(C)(C(=O)NCc2cccc(Cl)c2)O3)c1 (configuration not stated) | 9 | 1.3
Cc1ccc(NC(=O)c2ccc(OC(=S)N3CCOCC3)cc2)cc1 | -4 | -0.5
CN1CCN(Cc2c(F)cccc2Cl)CC1 | -4 | -2.7
CC(C)NC(=O)CC(=O)N/N=C/c1cccs1 | 0 | 0.0

# Complete entries from above. Values in the order: BoNT F protease	Mtb FBA inh	BoNT A protease	FadD28 FP inh	CCHFV vOTU inh	PrPC surface inh	Mtb BioA inh	GDH-TPI inh	Mtb UGM inh
# Results for CCOc1ccccc1NC(=O)C1CCCN(S(=O)(=O)c2ccc(-n3cnnn3)cc2)C1 (configuration not stated) → -5	-3	1.1	1.0	-2	-7	-0.8	1	1.2
# Results for Cc1ccc(NC(=O)c2ccc(OC(=S)N3CCOCC3)cc2)cc1 → 6	0	0.6	0.0	-4	0	-0.5	8	0.0
# Results for O=C(O)/C=C/C(=O)c1ccc2c(c1)CCc1ccccc1-2 → 3	5	0.0	-4.6	2	4	2.0	32*	2.6

# (list continues)
SMILES,BoNT F protease,Mtb FBA inh,BoNT A protease,FadD28 FP inh,CCHFV vOTU inh,PrPC surface inh,Mtb BioA inh,GDH-TPI inh,Mtb UGM inh
COCCNS(=O)(=O)c1ccc(SC)cc1,7,1,-0.5,1.0,2,-3,0.5,-7,-0.4
O=C(O)c1cc(N=Nc2c(O)[nH]c3ccc([N+](=O)[O-])cc23)ccc1Cl,-6,-7,0.9,-1.5,-5,-3,.,-12,-0.4
COc1cc(Cl)ccc1OC1(C)CCN(Cc2cccc(OC)c2OC)C1 (configuration not stated),2,0,0.2,-2.7,-10,1,0.4,7,.
Cc1ccc(/C=N/NC(=O)CNC(=O)c2ccc(S(=O)(=O)N(C)C)cc2)cc1,-5,1,-0.9,-2.3,-2,-3,.,-1,3.3
CCc1nc2c(OCC(=O)c3ccc(F)cc3)cccn2c1N(C)C(=O)c1cccs1,-3,2,0.2,-2.4,10,0,-0.1,15,.
NC(=O)c1ccsc1NC(=O)CN1C(=O)NC2(CCCC2)C1=O,-2,1,-0.3,0.0,14,-9,-0.7,3,-0.6
CC(=O)N1c2ccc(S(=O)(=O)N(C)CC(=O)NC(C)c3ccccc3)cc2CC1C (configuration not stated),0,-1,1.2,-0.7,-3,-5,0.5,0,-0.3
COc1cc(/C=N/NC(=O)c2cccc([N+](=O)[O-])c2)ccc1OCc1ccc(C)cc1,-2,-1,-0.2,-2.0,-35,-9,-0.9,-1,0.1
O=C(NCCS(=O)(=O)N1CCN(c2ccccc2F)CC1)c1cccs1,4,4,1.5,-1.4,1,2,0.4,-1,-1.7
COC(=O)C(/C=N/O)NC(=O)c1ccccc1 (configuration not stated),-2,2,1.0,-0.5,9,7,.,4,-2.2
CCCOC(=S)N/C(=N\S(=O)(=O)c1ccccc1)c1ccccc1,0,6,-0.6,1.3,-2,11,-3.8,-1,3.8
O=C(NCC1CCCO1)C1C2C=CC3(CN(Cc4cccs4)C(=O)C13)O2 (configuration not stated),-5,1,-0.7,-1.9,-1,-7,1.1,-14,2.9
CN(C)c1cccc2c1c(NC(=O)Nc1ccc(Cl)cc1Cl)nn2C,-9,2,-0.7,-2.5,3,-1,.,4,-1.3
O=C(c1ccccc1)N1CCCCC(S(=O)(=O)c2ccccc2)C1=O (configuration not stated),-6,3,-0.2,0.0,-11,6,0.1,7,-2.5
COc1ccccc1CC(=O)N1CCN(C(=O)c2ccco2)CC1,7,1,0.9,-1.2,-3,1,1.0,-3,-2.6
C=CC(=O)NCc1ccc(-c2csnn2)cc1,?,0,-1.6,-2.8,4,-2,6.7,6,-2.1
Cc1cc(NC(=O)CON=C(N)CC(=O)Nc2ccccc2Cl)ccc1Br,10,0,-0.1,-2.9,4,1,-3.5,6,.
Cc1ccc2cc(CN(CCCO)S(=O)(=O)c3ccccc3F)c(=O)[nH]c2c1C,-5,6,-1.5,-2.5,7,0,-0.1,10,-0.2
CC(=O)c1ccc(S(=O)(=O)N2CCN(C(=O)/C=C/c3ccc4ccccc4n3)CC2)cc1,0,-6,0.7,-3.0,-3,-12,-1.0,-1,0.2
CCOc1cccc(NC(=O)c2ccc(S(=O)(=O)N3CCCC3)cc2)c1,-23,-3,-1.3,-5.8,13,9,0.6,-1,1.7
CCCCCCC1CC(C)(C(=O)CNc2nncs2)OC1=O (configuration not stated),1,-2,-0.1,-1.3,-5,8,.,9,0.9
CNc1ccc2ncc(-c3cccc(C(=O)N(C)C)c3)n2n1,-9,156*,0.0,-5.0,-192,-9,-0.3,17,.
COc1ccccc1CC(=O)Nc1ccc(S(=O)(=O)N2CCCC2)cc1,3,2,2.3,-0.6,2,8,2.8,3,0.2
CCc1ccccc1NC(=O)C1CCCN(c2ncccn2)C1 (configuration not stated),-1,2,0.2,-2.1,-6,4,-1.2,-1,-0.4
COc1ccccc1NC(=O)CN1C(=O)NC2(CCCc3ccccc32)C1=O (configuration not stated),-2,5,-0.4,-0.3,8,-5,-0.1,6,.
CC(=O)Nc1ccc(NC(=O)c2cc[n+]([O-])cc2)cc1,-5,1,-1.6,-4.9,-9,-8,0.8,3,-0.9
O=C(CN1C(=O)NC2(CCCCC2)C1=O)Nc1cccc(S(=O)(=O)N2CCCC2)c1,-1,-1,-0.6,-3.4,7,4,0.4,1,-0.8

# Compounds were not picked by outcome (roughly 4.8% active in at least one column).
